Source: PubChem (several laboratories)
KLF5 inh: inhibitors of KLF5 expression; DLD-1 KLF5 promoter-luciferase reporter, luminescence; inhibition, % at 5 µM; 0.23% of 290,000 active;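 active means inhibition above a per-plate limit of that plate's mean compound inhibition plus 3 SD, cut at about 60% in these data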;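 further: 0% = DMSO wells and 100% = LY294002 at 200 µM; higher means less KLF5 promoter-driven luciferase light; inactives centre near -14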
HIF activator: HIF pathway transcriptional activation; 0.32% of 300,000 active; U2OS HRE-luciferase reporter, luminescence; normalized: DMSO 0%, desferrioxamine 100%; activation, % at 7.5 µM (by protocol); AID 1910;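 active means mean activation of at least 10% of the iron chelator positive control signal, with at least half of replicates also reaching 10%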
Platelet DG rel: platelet dense granule release activity. human platelet-rich plasma, SFLLRN dense granule ATP release, luminescence. inhibition, %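 (compounds screened at 7.5 µM in platelet-rich plasma)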. 0.22% of 300,000 active;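 active means mean replicate score, as percent of positive control, at or above 50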
HSF1 inh: HSF1 inhibition | NIH3T3-HGL HSE-luciferase, MG132-induced, luminescence 8 h; active compounds read low | activity change, negative = inhibition, % at 7.5 µM (by protocol) | 0.77% of 300,000 active;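 active means more than half of replicate wells show activity change below -50%, luminescence cut by over half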;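 further: luciferase reports HSF-1 transcriptional activity via heat shock element; 0% = median of DMSO wells and -100% = zero luminescence signal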
IEC-6 tox: IEC-6 cytotoxicity, counter-screen for KLF5 inhibitors; luminescence viability; inhibition, % at 5 µM; 0.78% of 290,000 active; AID 1825; in the data active means inhibition above about 22%;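 further: 0% = plate median of test compound wells and 100% = cytotoxic reference compound wells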
SKKanGAS inh: blocks kanamycin growth of S. pyogenes SKKanGAS strain. BacTiter-Glo, 6 h. inhibition, % at 7.5 µM. 1.3% of 300,000 active;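 active means mean replicate score, as percent of positive control median, at least 50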;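 further: strain carries kanamycin resistance gene driven by streptokinase promoter and grows in 40 µg/ml kanamycin; loss of luminescence reflects streptokinase promoter inhibition or plain growth inhibition; 0% = median of DMSO wells and 100% = positive control at its reference dose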
aSyn 5UTR inh: 5' untranslated region of α-synuclein, MLPCN primary screen; alpha-synuclein 5'UTR reporter, inhibitor activity; inhibition, % (tested at 7.5 µM); 0.82% of 300,000 active; AID 1813; in the data active means inhibition above about 60%;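 further: H4 neuroglioblastoma cells stably carrying SNCA 5'UTR luciferase fusion; 0% = DMSO wells and 100% = positive control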
HSP90 refold inh: blocks HSP90-mediated luciferase refolding in reticulocyte lysate | Rabbit reticulocyte lysate, luciferase refolding luminescence, 3 h | inhibition, % at 5.6 µM | 0.91% of 290,000 active;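 active means inhibition above the screen-wide mean plus 3 SD, computed separately per campaign, cut at about 16% in these data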;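 further: 0% = DMSO wells and 100% = 60 µM geldanamycin wells; inhibitors lower the luminescence because luciferase stays unfolded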
HSF-1 act: increases HSF-1 driven luciferase reporter signal; activation, % at 9 µM; 1.7% of 300,000 active; NIH3T3-HGL HSF-1 luciferase reporter, MG132, 8 h; 100% = twice DMSO control signal;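 active means mean replicate activation of at least 50% with a set share of replicates each reaching 50%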;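 further: 0% = median of the neutral control wells and 100% = twice that signal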
AI-2 QS mod: Vibrio harveyi AI-2 quorum sensing modulation; 0.4% of 300,000 active; Vibrio harveyi JMH597 AI-2 luminescence/OD600 ratio, 9 h; active compounds read low; strain lacks LuxN and CqsS sensors; 0 = neutral-control median; activity change, % at 7.5 µM; in the data active means activity change below about -75%, passing the limit was not always enough;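 further: luminescence divided by OD600 gain over 9 h not by final OD600 alone; inactives centre near 13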
* hit, by the source's call; · = not tested or not shown.

SMILES,KLF5 inh,HIF activator,Platelet DG rel,HSF1 inh,IEC-6 tox,SKKanGAS inh,aSyn 5UTR inh,HSP90 refold inh,HSF-1 act,AI-2 QS mod
CCOC(=O)CC(NCc1ccc(OC)c(OCC)c1)c1ccc(C)cc1 (centres undefined),2,0.3,-5,12,-3,-2,6,2,32,-4
CC(Oc1ccc(Cl)cc1Cl)C(=O)Nc1ccc2oc(-c3ccncc3)nc2c1 (centres undefined),12,0.0,-2,2,-5,51*,-4,2,28,2
CNC(=O)N(c1ccccc1)c1ccccc1,-18,0.0,-9,7,-8,-17,-12,-6,-3,7
COc1cccc(CN(C)C(=O)CC23CC4CC(CC(C4)C2)C3)c1OC,-4,0.1,1,2,7,-7,20,-1,-16,13
Cc1cc(C)nc(N/N=C/C2=C(N3CCOCC3)C(=C/c3ccccc3)/CC2)n1,-9,-0.2,-3,16,-5,15,-2,0,30,30
Cc1c(C(=O)NCCCN2CCCCC2)oc2ccc3c(c12)C(O)CC1(CCCCC1)O3 (centres undefined),-27,-0.3,-7,-10,8,0,76*,-1,-15,18
COCC(=O)Oc1c(S(=O)(=O)c2ccccc2)c(C)nn1C(C)(C)C,-4,-2.3,-3,-6,-1,5,-7,1,4,12
CC(=O)Nc1ccc(S(=O)(=O)N(C)CC(=O)N/N=C/c2ccncc2)cc1,13,-11,-8,12,0,-13,-12,-3,32,·
COc1ccc(S(=O)(=O)N2CCc3ccccc32)cc1C(=O)N1CCOCC1,·,-0.1,3,5,·,17,3,·,-11,33
CCCc1cc(=O)oc2c3c(cc(OCC(=O)NCC4CCC(C(=O)O)CC4)c12)OC(C)(C)CC3 (centres undefined),5,0.0,-4,-7,6,22,16,2,2,0
Cc1cccc(N2N=C(C(=O)O)CCC2=O)c1,4,1.6,·,-2,7,-1,15,-2,-15,19
O=C(N/N=C/c1ccc(Cl)cc1)c1ccc2c(c1)OCO2,-79,-5.3,-6,36,19,-5,-396,-2,55*,34
COc1cc(CNCCN2CCOCC2)ccc1OCc1ccccc1Cl,-34,-0.4,6,8,7,12,-20,2,7,2
CCN(CC(=O)Nc1ccccc1OC)C(=O)CN1C(=O)NC2(CCCC2)C1=O,·,0.4,1,-1,·,8,-2,·,-23,23
CS(=O)(=O)N(CC(=O)N1CCN(c2ccccc2F)CC1)c1cccc(C(F)(F)F)c1,5,-0.5,4,7,0,5,12,-3,-6,10
CCOC(=O)CN1C(=O)N[C@@H](c2ccccc2)[C@H](C(C)=O)[C@H]1C,·,-0.3,-3,0,·,0,0,·,-18,11
CC1(C)C(c2cccs2)=[N+]([O-])C2(CCCCC2=O)N1O (centres undefined),-10,-0.1,-5,-4,0,7,-5,-3,-1,28
COC(=O)c1cccc(NC(=O)COc2cccc([N+](=O)[O-])c2)c1,-16,0.0,2,-1,-4,2,-27,-1,13,21
CCN1C(=O)N[C@@H](CCc2ccccc2)[C@H](C(C)=O)[C@H]1C,·,0.3,-10,10,·,8,-10,·,19,24
Cc1onc(-c2c(F)cccc2Cl)c1C(=O)NNC(=O)C1CCN(Cc2ccccc2)CC1,-17,-33,-12,1,-1,-7,16,0,4,9
CC(=O)c1c(C)c2c(n1CCN(C)C)CCCC2,-24,0.3,6,-4,-3,-6,2,2,-26,11
COc1ccc(NC(=O)Nc2nnc(CC(=O)NCc3ccccc3)s2)cc1,-14,0.0,10,9,4,-3,17,2,20,1
CC1(C)Cc2ccccc2-c2nc(NN)[nH]c(=O)c21,-14,-15,2,-5,5,4,-29,-2,8,34
N#CCSc1nc2ccccc2c(=O)n1CCCC(=O)NCC1CCCO1 (centres undefined),-25,0.2,6,-2,2,0,13,-2,3,-3
CC(C)NC(=O)C(=O)NCCN1CCN(C(=O)c2ccc(C(C)(C)C)cc2)CC1,-30,-0.2,5,-4,0,-2,7,3,9,22
C=CCNC(=O)C1CCN(S(=O)(=O)c2ccccc2)CC1,-16,0.1,-4,-3,6,-1,10,3,0,37
O=C(CC(NC(=O)c1ccccc1Cl)c1ccccc1)NC1=NCCS1 (centres undefined),-6,-0.2,1,1,2,-2,-11,4,-5,-6
CC(NC(=O)NC1CCCCC1)c1ccccc1 (centres undefined),-24,-0.3,-5,-3,-9,6,4,-10,3,24
O=C1NC(c2ccc(Br)cc2)=N/C1=C/c1ccco1,-19,3.0,2,17,-1,-2,-149,-2,16,21
COc1ccc2[nH]c(C(=O)Nc3ccc(F)cc3Br)cc2c1,25,1.2,16,-8,7,-6,-8,-1,7,14
CS(=O)(=O)N(CC(=O)NCC1CCCO1)c1ccc(F)c(Cl)c1 (centres undefined),-24,-0.3,-1,1,2,-8,-21,-1,-9,20
O=C(CN1CCOCC1)Nc1nc(-c2ccccc2Cl)cs1,-25,-0.2,-1,1,2,3,-5,0,19,1
Cc1ccccc1NC(=O)CCC(=O)N/N=C/c1cc([N+](=O)[O-])ccc1O,1,1.4,7,-21,3,-3,15,2,-30,-109*
O=C1CCC(C(=O)N2CCCCO2)CN1Cc1ccc(Cl)cc1 (centres undefined),-10,-0.1,12,10,1,4,9,-2,8,6
CCN(CC)Cc1nc2c(c(=O)[nH]1)C(CC)(CC)Cc1ccccc1-2,-41,-1.9,7,5,6,30,13,3,9,7
Brc1ccc(/C=N/n2cnnc2)s1,2,-0.7,-4,-4,-2,-2,-12,0,5,8
COc1ccccc1N1CCN(S(=O)(=O)c2cc(C)sc2C)CC1,-16,-0.1,9,4,-6,-6,17,0,-6,12
NC(=NCCc1ccccc1)NS(=O)(=O)c1ccccc1F,-38,-0.3,14,-6,-6,-1,-2,-5,-5,10
C=CCN1C(=O)c2ccc(C(=O)NCCc3ccc(OC)c(OC)c3)cc2C1=O,-5,-0.6,9,-5,-4,-3,-1,-1,8,6
Cc1cc(C)c(S(=O)(=O)c2ccccc2)c(OC(=O)c2cc(F)c(F)cc2Cl)n1,-16,-27,1,-4,11,-6,4,1,6,8
Cc1cccc(NC(=O)CCCc2ccccc2)c1C,-22,0.6,-1,10,0,6,-35,0,19,11
Cc1c(C(=O)NC(=S)NCC(C)C)oc2ccccc12,-2,3.0,-8,14,-4,-2,-191,-2,34,0
CCOc1ccccc1N(CC(=O)NCC1CCCO1)C(=O)CNS(=O)(=O)c1ccccc1 (centres undefined),9,-0.2,3,-4,-2,2,-15,-1,2,3
Cc1cc(C)c(NC(=O)C2=COCCO2)c(C)c1,·,0.9,-8,1,·,-5,-44,·,12,8
CCOC(=O)C(NC(C)=O)C(=O)Nc1ccc(C)cc1C (centres undefined),-18,-0.3,11,-9,0,0,16,1,-4,17
CCOc1ccccc1C(=O)Nc1ccc2c(c1)C(=O)NC2=O,3,-1.3,-1,0,-2,-5,6,-5,2,17
O=C(Cc1ccc(Cl)cc1)c1c[nH]c(C(=O)NCCCN2CCOCC2)c1,6,-4.0,-1,11,-2,-12,-28,6,0,53
COc1ccc(CN(CC(=O)NC2CCCCC2)C(=O)CCC(=O)Nc2nccs2)cc1,-5,-0.2,6,-1,5,-1,-3,1,-14,8
CN1CCO/C1=C(\C(Cl)=C(Cl)Cl)[N+](=O)[O-],-4,0.0,0,0,4,-2,9,3,-13,22
CC1Cc2ccccc2N1C(=O)CN1C(=O)NC(C)(CCc2ccccc2)C1=O (centres undefined),-16,0.2,5,-2,5,-2,18,5,0,21
CCCN1CCN(CCCNC(=O)CN2C(=O)C(CC)Oc3ccccc32)CC1 (centres undefined),-13,-0.2,-8,-7,-2,-1,0,-3,-4,14
CCOC(=O)c1sc(NC(=O)CSc2ncccn2)c(C#N)c1C,4,-0.3,0,2,4,-11,14,4,-2,16
Cn1c(N2CCCC2)nc2c1c(=O)[nH]c(=O)n2C,-59,0.7,19,0,0,4,16,0,2,-4
Cn1c(=O)n(C)c2cc([N+](=O)[O-])c(N3CCN(C(=O)c4ccccc4)CC3)cc21,-10,0.0,8,-10,-3,-10,18,-5,-7,12
CC1CCN(CC(O)COc2ccc(-c3ccccc3)cc2)CC1 (centres undefined),-3,-0.4,15,-2,0,9,-14,0,-24,5
Brc1ccc(Nc2nc3ccccc3n3nnnc23)cc1,-54,0.4,13,-8,1,-2,-33,-1,-4,11

Next records follow:
SMILES,KLF5 inh,HIF activator,Platelet DG rel,HSF1 inh,IEC-6 tox,SKKanGAS inh,aSyn 5UTR inh,HSP90 refold inh,HSF-1 act,AI-2 QS mod
CNC(=O)COC(=O)CNC(=O)c1cc(Cl)cc([N+](=O)[O-])c1,-22,-0.2,-1,-9,-8,6,20,1,-16,25
Cc1cc2c(cc1C)N(C(=O)CN1C(=O)c3ccccc3C1=O)C(C)(C)c1ssc(=S)c1-2,8,-0.4,1,0,6,17,3,2,-5,44
CCOC(=O)c1ccccc1NC(=O)COC(=O)CN1C(=O)C2CC=CCC2C1=O (centres undefined),-21,-0.1,8,-1,5,30,19,7,-14,-9
COc1ccccc1NC(=O)N1CCCC1C(=O)NCc1ccccc1 (centres undefined),-7,-1.0,9,-3,2,-2,-11,1,0,22
Cc1cc(C(=O)Nc2ccc(Cl)cc2)on1,3,-24,-10,11,0,-6,-28,-1,18,14
Cc1ccccc1NC(=O)CSc1[nH]c(=O)cc(C)c1C#N,-38,-0.2,-5,-4,-2,0,18,-1,-1,-16
CC1CN(C(=O)c2ccc(Oc3ccccc3)cc2)CC(C)O1 (centres undefined),-19,0.3,-6,-10,-7,-3,23,4,-4,13
NC(=S)N/N=C1\CCOc2ccc(Cl)cc21,-8,-0.4,-9,3,-4,-6,-16,2,-1,9
CN1CCN(CC(=O)N2c3ccccc3C(C)(c3ccc(Cl)cc3)CC2(C)C)CC1 (centres undefined),-20,0.6,0,1,0,-4,-30,2,8,13
COc1ccc(OC)c(N(CC(=O)NCCSCc2ccc(C)cc2)S(C)(=O)=O)c1,-22,-2.9,23,2,0,-1,11,-1,10,30
NCCCC[C@@H](C(=O)N1CCNCC1)n1cc(CCC(=O)O)nn1,-8,-0.8,-4,-2,4,2,16,5,-15,11
Cc1ccc(S(=O)(=O)N2CCN(CC(=O)NC3CCCc4ccccc43)CC2)c(C)c1 (centres undefined),-14,-1.0,1,10,-1,-2,26,4,31,26
O=C1C2C3c4ccccc4C(c4ccccc43)C2C(=O)N1/N=C/c1cccc(O)c1 (centres undefined),-21,-0.2,-1,0,0,6,-1,1,0,12
COc1ccc(C(=O)OCC(=O)Nc2ccc3[nH]c(=O)[nH]c3c2)c(OC)c1OC,·,1.4,12,3,·,2,0,·,29,15
Cc1cc(C)c(C)c(S(=O)(=O)N2CCN(C(=O)c3cc(=O)[nH]c4ccccc34)CC2)c1C,-2,·,0,·,5,5,·,4,·,3
COc1ccccc1N1CCN(Cc2cnc3ccc(Cl)cn23)CC1,8,-2.5,1,-6,0,-1,18,1,4,2
COC(=O)c1sc2ncccc2c1OCc1c(Cl)cccc1Cl,4,0.0,-11,3,-2,13,-14,-1,-7,47
CC(=O)c1cccc(NC(=O)COC(=O)c2ccccc2C)c1,-72,1.1,-1,8,-5,0,-101,-4,20,-90*
